Assay outcomes: PubChem, several laboratories
ssDAF12 agonist – activators of S. stercoralis DAF-12 nuclear receptor; HEK293 ssDAF-12/GRIP1 lit1-tk-luc reporter, luminescence; % of 3 µM dafachronic acid response; activation, % at 6.8 µM; 370,000 tested, 1% active;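 active = activation above the mean over all tested compounds plus 3 SD, cut at about 0.9% in these data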;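 also: 0% = DMSO-only wells and 100% = 3 µM delta7-dafachronic acid wells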
PLC-gamma1 inh – blocks human PLC-gamma1 enzyme activity; 370,000 tested, 0.84% active; purified PLC-gamma1, fluorogenic substrate, fluorescence; P19174; inhibition, % at 12.2 µM; in the data active = inhibition above about 9.5%
hgDAF-12 ag – agonists of H. glycines DAF-12 nuclear receptor | HEK293 GAL4-hgDAF12 UAS-luciferase reporter, agonist luminescence; normalized to butyrate control | activation, % at 6.8 µM | 370,000 tested, 1.8% active;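 active = activation above a cutoff set at the mean of all screened compounds plus 3 SD, cut at about 10% in these data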;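 also: 0% = DMSO wells and 100% = sodium butyrate wells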
ADAM17 inh – inhibits human ADAM17; P78536; recombinant ADAM17, EDANS/DABCYL FRET peptide cleavage; inhibition, % at 6.95 µM; 370,000 tested, 0.83% active; AID 720648;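 active = inhibition above the mean of compounds lying between control limits plus 3 SD, set per campaign, cut at about 8.5% in these data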;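 also: 0% = DMSO-only wells as the low control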
PLCb3 inh – inhibitors of human phospholipase C beta3. Purified PLC-beta3, fluorogenic substrate, fluorescence. 370,000 tested, 0.18% active. inhibition, % at 12.2 µM. AID 720704; in the data active = inhibition above about 11%;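 also: 0% = median of compound wells on plate and 100% = full blocker control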
MBD2 DNA inh – blocks human MBD2 binding to methylated DNA. TR-FRET, MBD2 binding to methylated oligonucleotide. AID 686964. 370,000 tested, 0.31% active. Q9UBB5. inhibition, % at 4.4 µM; in the data active = inhibition above about 13%
Target sequence (Q9UBB5 whole entry, looked up): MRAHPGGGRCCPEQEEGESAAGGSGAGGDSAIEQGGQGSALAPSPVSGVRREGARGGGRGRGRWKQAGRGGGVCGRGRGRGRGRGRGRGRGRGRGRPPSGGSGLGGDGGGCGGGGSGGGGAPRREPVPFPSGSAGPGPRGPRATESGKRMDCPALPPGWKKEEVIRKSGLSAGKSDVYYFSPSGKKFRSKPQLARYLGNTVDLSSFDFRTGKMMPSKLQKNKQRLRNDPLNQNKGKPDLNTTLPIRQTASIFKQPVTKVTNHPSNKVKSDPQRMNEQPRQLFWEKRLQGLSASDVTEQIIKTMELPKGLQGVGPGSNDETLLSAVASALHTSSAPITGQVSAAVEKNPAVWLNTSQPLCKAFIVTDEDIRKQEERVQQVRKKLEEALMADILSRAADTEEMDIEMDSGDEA
SMARCA2 activ – SMARCA2 function activation, primary screen. activation, % at 9.1 µM. AID 652017. MG213 cells, MMTV-luciferase reporter, dexamethasone, overnight. 370,000 tested, 1% active; in the data active = activation above about 7.8%;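 also: 0% = vehicle wells and 100% = reference activator wells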
DAX1 inh-1 – NR0B1 (DAX1) inhibition; P51843; HEK293 Gal4-DAX1 luciferase reporter, luminescence; inhibition, % at 6.75 µM; 340,000 tested, 0.99% active; AID 504766;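 active = inhibition above the mean over all tested compounds plus 3 SD, cut at about 4.2% in these data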;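 also: 0% = DAX1-transfected cells with DMSO and 100% = empty-vector control cells with DMSO; inhibition shows as a rise in luminescence from relieved DAX1 repression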
Target sequence (P51843 207-470 limits assumed): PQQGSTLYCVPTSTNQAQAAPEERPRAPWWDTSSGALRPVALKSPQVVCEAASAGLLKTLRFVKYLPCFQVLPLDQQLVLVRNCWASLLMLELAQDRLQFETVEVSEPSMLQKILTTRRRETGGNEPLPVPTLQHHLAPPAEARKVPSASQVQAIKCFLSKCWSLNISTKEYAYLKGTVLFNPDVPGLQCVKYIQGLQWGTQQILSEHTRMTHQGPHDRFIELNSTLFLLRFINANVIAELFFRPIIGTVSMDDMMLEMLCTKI
Rev-erbA mod – modulates human Rev-erb alpha binding to DNA | P20393 | Rev-erbα–FITC-DNA binding, fluorescence polarization, 90 min | activity, % at 10 µM | 370,000 tested, 0.79% active;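 active = activity above about 14%, limit read from the data; passing the limit was not always enough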;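 also: 0% = DMSO wells with 35 nM protein and 100% = DMSO wells with 750 nM protein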
DAX1 inh-2 – inhibitors of DAX1 repression of SF-1 activated StAR promoter. HEK293T StAR-luciferase reporter, SF-1/DAX-1 repression relief. inhibition, % at 6.8 µM. 370,000 tested, 1.1% active. AID 652010;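 active = inhibition above the mean over all tested compounds plus 3 SD, cut at about 3.6% in these data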;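 also: 0% = DAX-1 cells with DMSO and 100% = cells lacking DAX-1 with DMSO; higher inhibition means more luminescence from relief of DAX-1 repression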
hcDAF-12 act – H. contortus DAF-12 activation, primary screen | HEK293 hcDAF-12 lit1-tk-luc reporter, luminescence; 0% DMSO, 100% Δ7-dafachronic acid | activation, % at 6.8 µM | 370,000 tested, 1.4% active;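 active = activation above the mean of all tested compounds plus 3 SD, cut at about 5.5% in these data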;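 also: 100% = response to 3 µM Δ7-dafachronic acid high control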
* = called active by the depositor; x = not tested or not shown; & = joins results of further samples. Rows were taken by chance; about 7.4% have a hit in one of these screens.

SMILES | ssDAF12 agonist | PLC-gamma1 inh | hgDAF-12 ag | ADAM17 inh | PLCb3 inh | MBD2 DNA inh | SMARCA2 activ | DAX1 inh-1 | Rev-erbA mod | DAX1 inh-2 | hcDAF-12 act
O=S(=O)(NCc1ccco1)c1cnc(Cl)c(Cl)c1 | -1.8 | -1.1 | -2.3 | -5.1 | -11.8 | 5.1 | -0.2 | 1.4 | -1.7 | -0.2 | -1.5
O=S(=O)(NC1CCCCC1Sc1ncccn1)c1ccccc1 (centres undefined) | -1.6 | 1.0 | -1.9 | 4.8 | 4.0 | 0.1 | -1.4 | -0.2 | 2.4 | 0.0 | 0.0
O=C(CCN1CCCCC1)Nn1c(=S)[nH]c2ccccc2c1=O | -1.1 | -1.7 | 0.0 | -2.9 | -5.1 | 1.5 | -1.4 | 0.0 | -2.9 | 0.6 | 0.2
O=[N+]([O-])c1ccc(OCCOCCOc2ccc([N+](=O)[O-])cc2)cc1 | -1.0 | 0.6 | 0.5 | -2.1 | -6.3 | 2.7 | 1.5 | 1.1 | -6.7 | 0.3 | -1.9
O=C(Nc1cccc(NC(=O)c2ccc(-c3ccc(Br)cc3)o2)c1)c1ccccc1 | -0.9 | -3.4 | -0.8 | -8.2 | -1.7 | 3.2 | -2.1 | 0.7 | -0.5 | 0.2 | 0.7
CCOCCCN(CCC#N)C(=O)C1CCN(S(=O)(=O)c2ccc(-n3cnnn3)cc2)CC1 | -0.8 | -0.8 | 2.2 | -4.5 | -1.1 | 1.1 | -0.5 | 0.7 | 0.1 | -0.3 | -0.9
COc1ccccc1-n1c(SCC(=O)N2CCCCC2)nc(O)c(Cc2ccccc2)c1=O | -0.9 | -0.4 | -2.0 | -2.8 | -9.0 | 3.2 | -2.8 | 0.6 | 3.0 | 0.4 | 0.5
C/C(=N\NC(=O)CCCNc1ccc(C)cc1)c1ccccn1 | -0.6 | -4.6 | 0.4 | 1.3 | 3.0 | -1.1 | -1.0 | 0.7 | -2.3 | 0.1 | 0.2
COc1ccc(C2(CNS(=O)(=O)c3ccc(C)cc3)CCOCC2)cc1 | -1.2 | -1.1 | -2.4 | -5.4 | -5.6 | 6.1 | -3.8 | 1.8 | -3.5 | -0.3 | 0.0
O=C(NCCSc1ccccc1)c1cccnc1 | -0.4 | 1.3 | 6.2 | -3.6 | -0.5 | 1.8 | -1.5 | 2.3 | -2.3 | 1.9 | 2.8
CN(CC(=O)Nc1ccc(Cl)c(C(F)(F)F)c1)C(=O)c1ccc(S(=O)(=O)N2CCOCC2)cc1 | -1.4 | -2.0 | 1.5 | 2.7 | -4.7 | -5.7 | 0.0 | -1.1 | 0.4 | -3.5 | 1.5
CCN(CC)CC(O)CNc1ccnc2c(Cl)ccc(Cl)c12 (centres undefined) | -0.4 | -0.3 | 13.5* | -2.9 | 2.1 | -12.0 | -0.3 | 0.6 | 0.9 | 0.9 | 1.2
CN(C)/N=C/C=C1\CCC/C(=C\c2ccc(F)c(F)c2)C1=O | -1.6 | -3.4 | -3.9 | -0.2 | -3.6 | -7.1 | -0.7 | x | 8.4 | -0.3 | -0.9
Cn1c(=NC(=O)c2ccccc2[N+](=O)[O-])sc2cc(S(C)(=O)=O)ccc21 | -0.3 | 0.4 | 12.4* | -3.5 | -1.3 | 3.4 | 7.4 | 2.2 | -2.5 | 4.3* | 5.5
Cc1ccc(C(=O)NNC(=O)CCCCC(=O)NNC(=O)c2ccc(C)cc2)cc1 | -1.4 | -3.3 | -2.4 | -0.1 | -4.9 | 0.3 | -1.4 | -0.8 | 1.0 | -0.2 | -3.1
Cc1ccc(Nc2cc(=O)oc3ccccc23)c(C)c1 | -2.0 | 1.7 | -2.2 | -1.6 | 1.7 | 4.7 | -1.8 | -0.7 | 1.2 | -0.8 | -1.2
O=C(OCc1c(-c2ccccc2)ncc2ccccc12)c1ccc(Br)cc1 | -1.3 | -1.6 | 1.2 | 1.4 | 2.9 | 1.8 | 2.2 | 0.6 | -0.1 | -0.1 | -0.8
O=C1CC(c2ccc3c(c2)OCO3)N=C2N(Cc3ccc4c(c3)OCO4)C/C(=C/c3ccccc3)N12 (centres undefined) | -1.9 | -4.5 | -0.5 | 3.6 | -2.5 | 1.3 | x | x | -2.9 | x | -2.5
CC1C(=O)N2CCCc3cc(S(=O)(=O)NCc4ccc(Cl)cc4)cc1c32 (centres undefined) | -1.2 | -4.2 | 0.0 | -2.6 | -16.5 | 1.1 | -2.0 | -0.1 | 0.0 | -0.1 | -1.2
Cn1cc(C(=O)c2cccc(Cl)c2Cl)cc1C(=O)O | -0.8 | -0.1 | 0.8 | -4.7 | -1.9 | 7.6 | -1.8 | 0.3 | -0.8 | -0.7 | -1.4
O=C(Nc1nccs1)c1cc2sccc2n1Cc1ccc(F)cc1 | -1.5 | -39.4 | 1.9 | -5.0 | -56.9 | 4.6 | -2.0 | -0.3 | 15.9 | -1.0 | -2.4
Cc1cccc(NC(=O)N2CCC(C(=O)c3ccc(F)cc3)CC2)c1 | -1.0 | 0.1 | 0.6 | -1.9 | -7.9 | 2.8 | -3.6 | 0.0 | -2.2 | -0.3 | -2.4
CC(C)CC(=O)NC(=S)NCCc1ccccc1 | -1.4 | 3.8 | 0.7 | -1.9 | 5.1 | 0.5 | 2.7 | -0.9 | -0.3 | -0.2 | 0.0
Cc1ccc(NC(=O)COC(=O)C2COc3ccccc3O2)cc1S(=O)(=O)N1CCOCC1 (centres undefined) | -0.6 | 4.7 | 0.2 | 0.6 | 3.1 | -1.6 | 0.4 | -0.9 | 4.0 | 0.2 | 0.9
COc1cccc(NC(=O)CN(C)C(=O)Cn2[nH]c(=O)c3ccccc3c2=O)c1 | -0.1 | 0.3 | 1.3 | -0.6 | 0.5 | -4.2 | -0.2 | 0.3 | -3.1 | 0.7 | 1.2
CC(/C=C1\SC(=S)N(c2ccc(C(=O)O)cc2)C1=O)=C\c1ccccc1 | -1.1 | 1.9 | -2.2 | -3.6 | -4.2 | 5.2 | -3.9 | 0.9 | -5.6 | -0.2 | -1.2
CC(=O)N1CCN(c2ccc(Nc3ncnc4c3oc3ccccc34)cc2)CC1 | -1.9 | -19.6 | -1.6 | 1.8 | -26.6 | -5.0 | 0.3 | -0.5 | -3.3 | -1.8 | -2.4
O=C(Nc1cccc(-n2cnnn2)c1)c1ccc(Cl)cc1Cl | -1.1 | -0.5 | -0.5 | -2.3 | -4.2 | 3.7 | -1.5 | -0.1 | 4.7 | -0.4 | -2.1
N#Cc1ccc(-c2nc3ccc(Cl)cn3c2Cc2cccc(Cl)c2)cc1 | -0.3 | -11.8 | 6.4 | -8.3 | -14.9 | 2.2 | -3.0 | x | -0.2 | 2.4 | -1.7
Cc1cccc(NC(=O)c2ccc(OCc3c(C)noc3C)cc2)n1 | -1.5 | -1.5 | 0.2 | 0.4 | -2.7 | 6.6 | -0.9 | 0.2 | 2.3 | -2.6 | -1.1
Cc1cc([N+](=O)[O-])ccc1NC(=O)c1cccc(NC(=O)C(C)C)c1 | -1.2 | 4.1 | 2.3 | -1.2 | 1.5 | 2.9 | 3.3 | 0.5 | 1.3 | 0.6 | 2.5
Cn1nc([N+](=O)[O-])nc1Sc1nnnn1-c1ccc(C(=O)O)cc1 | -1.2 | 0.0 | 1.8 | -0.8 | 6.6 | -2.6 | 3.3 | -1.0 | -3.6 | 0.6 | 1.0
CCOc1c(OC(C)=O)ccc(/C=C/c2ccc3cccc(OC)c3n2)c1[N+](=O)[O-] | 0.2 | 7.4 | 1.8 | 9.0* | 8.1 | -0.9 | 0.3 | 1.0 | -1.9 | -0.4 | 3.7
Cc1ccc(/C=N/N2CCN(Cc3ccc(Cl)cc3)CC2)o1 | -1.5 | -0.3 | -3.7 | -3.8 | -3.0 | -2.0 | -1.6 | -1.6 | -1.9 | -1.4 | -1.2
CCc1nnc(NC(=O)CC23CC4CC(CC(C4)C2)C3)s1 | -0.2 | 2.5 | 1.6 | 3.5 | 0.8 | -2.4 | -0.8 | -0.1 | 4.5 | 0.7 | 2.8
CCOc1ccc(NC(=O)COc2ccc(C(=O)NC(C)c3ccc(S(N)(=O)=O)cc3)cc2OC)cc1 (centres undefined) | -1.4 | 1.5 | -1.8 | -1.5 | -7.5 | 4.7 | -2.4 | -0.1 | 4.0 | 0.0 | 0.0
N#Cc1ccc(NC(=O)Nc2ccc(Cl)cc2)cc1 | -1.6 | 4.3 | -0.8 | 3.7 | 5.7 | 1.1 | -0.2 | -0.5 | -4.7 | -1.5 | -1.7
CCOC1=C2CN(S(=O)(=O)c3ccc(C)cc3)C(c3ccc(C)cc3)CC2N(S(=O)(=O)c2ccc(C)cc2)C(c2ccccc2)C1 (centres undefined) | -0.3 | -0.2 | -1.3 | -1.9 | 2.9 | 1.8 | -0.2 | x | -1.4 | 0.0 | -2.1
O=C(CCc1ccccc1)Nc1ccc(Cl)cn1 | -0.8 | 2.0 | 7.0 | -2.1 | 1.0 | -3.0 | 1.3 | -1.3 | -5.2 | -0.4 | 0.1
CC1CCCCC1NC(=O)c1nn(C)c2c1CS(=O)(=O)c1ccccc1-2 (centres undefined) | -1.3 | 1.7 | -1.6 | -2.1 | -1.2 | -0.1 | 1.9 | -0.5 | 0.7 | 0.0 | -2.6
CCOC(=O)c1ccn(S(=O)(=O)c2ccc(C)cc2)c1-c1ccccc1 | -1.3 | 1.3 | -1.3 | 4.5 | -0.5 | -4.6 | -2.9 | x | -5.4 | 0.4 | 0.6
Cc1cc2nc(-c3ccc(SCC(=O)N4CCN(C(=O)c5ccco5)CC4)nc3)[nH]c2cc1C | -1.4 | -183.6 | 6.7 | -175.9 | -263.5 | -2.2 | 10.2* | -1.8 | 4.7 | -0.2 | 2.8
Cc1cnc(=O)[nH]c1SCc1ccc([N+](=O)[O-])cc1 | -1.1 | 4.2 | -2.8 | -4.1 | 4.1 | 1.9 | 2.4 | -0.1 | 9.8 | 0.3 | -2.5
Cc1ccc(/C=N/NC(=O)c2cc(-c3ccccc3)nc3ccccc23)o1 | -0.8 | -13.7 | 0.2 | 4.2 | -28.3 | -6.8 | 0.5 | -1.4 | -2.2 | -3.9 | -2.9
Cc1cccc(C)c1OCC(C)N (centres undefined) | -0.9 | 3.5 | -1.5 | -0.7 | 3.7 | 0.9 | -1.0 | 0.4 | 6.0&1.6 | -0.3 | -0.8
COCCN(C(=O)COC(=O)/C=C/c1cccc(OC)c1)c1c(N)n(CC(C)C)c(=O)[nH]c1=O | -1.0 | -103.2 | -1.4 | -42.3 | -110.0 | 2.1 | -3.4 | 0.0 | -1.5 | 0.6 | -2.0
CC(=O)c1cccc(NC(=O)C2CCN(S(=O)(=O)c3ccc(C)cc3)CC2)c1 | -1.4 | 2.1 | -1.9 | -0.8 | 3.5 | -1.4 | 0.4 | -0.4 | -2.6 | -0.2 | 0.7
